High-throughput results as filed in PubChem.
Mm-Cpn inhibitor: inhibitors of Methanococcus maripaludis chaperonin (MmCpn). 330,000 tested, 0.031% active. Potency, µM (series often up to 76.9 µM), for inactives: at the top dose activity, negative = inhibition, actives largely listed as inhibitors. purified Mm-Cpn ATPase, ADP Transcreener TR-FRET; note: potency is the fitted concentration of half-maximal effect; % is set by controls: 0 for no effect and ±100 for the full control effect; nearly all actives have a fitted effect of over 80% in size
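Measured: ADP formation by purified Mm-CPN. Conditions: 25 nM protein, 10 uM ATP, Tris pH 7.4 with Mg2+, K+ and DTT, 37°C for 30 min. Detection: Transcreener HTRF after 30 min at room temperature.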
TGFb inhibitor: TGF-b pathway inhibition; HepG2 CAGA-GFP TGF-b/SMAD3 reporter, GFP fluorescence, 18 h; TGF-beta stimulated, 500 pg/mL final; Potency, µM (titrated, usually from 46.1 µM), for inactives: at the top dose activity, negative = inhibition, hits mostly inhibitors; 410,000 tested, 1.2% active; AID 588855; note: potency is the fitted concentration of half-maximal effect; % is set by controls: 0 for no effect and ±100 for the full control effect; nearly all actives have a fitted effect of over 65% in size
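Inhibition was scored as loss of TGF-beta-induced (500 pg/mL final, 18 hours, 37 degrees C) GFP in HEPG2 cells carrying a CAGA-GFP reporter, in DMEM with 1% FBS. Well GFP was summed per cell; Activity was normalised to unstimulated and stimulated DMSO wells, then concentration-response fitting.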
pAkt inh: Akt phosphorylation inhibition; Neuro2A IGF-stimulated pAkt S473 HTRF, 20 min; active compounds read low; 360,000 tested, 0.32% active; activity change, % for hits at 50 µM; AID 651550; in the data active = activity change below about -80%; inconclusive = mostly about -51% to -80%; note: % is set by controls: 0 for no effect and ±100 for the full control effect
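Single-point screen (50 µM final compound) in Neuro2A cells stimulated 20 min with 6 nM IGF at 37 deg C. After lysis, Ser473-phosphorylated Akt read by HTRF (ex 330 nm, em 615/665 nm) as the 665/615 ratio.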
ATXN viability: viability counter-screen for ATXN expression inhibitors; S2 cells (HEK-293 line with an ATXN2-luciferase reporter) viability, CellTiter-Fluor protease fluorescence, 24 h; Potency, µM (doses to about 56.7 µM), most hits filed as cytotoxic; 400,000 tested, 0.49% active; note: potency is the fitted concentration of half-maximal effect; nearly all actives have a fitted effect of over 40% in size
A549 tox: kills or reduces viability of A549 cells in Nrf2 counter-screen | A549 ARE-Fluc cells, CellTiter-Fluor viability, 18-24 h | Potency, µM (titrated, usually from 46 µM), without a hit: top-dose activity change, negative = cytotoxicity, hits mostly inhibitors | 390,000 tested, 0.16% active | AID 504648; note: potency is the fitted concentration of half-maximal effect; % is set by controls: 0 for no effect and ±100 for the full control effect
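Cytotoxicity counterscreen: CellTiter-Fluor fluorescence was measured in A549 ARE_Fluc cells after 18-24 h of compound exposure in a concentration series. The subsequent BugLite luminescent read reports ARE-luciferase activity.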
Nrf2 activator: activates Nrf2 signaling; AREc32 ARE-luciferase reporter (MCF7-derived line), luminescence, 24 h; Potency, µM (top dose mostly 46.1 µM), for the others: at the highest dose activation, most hits filed as activators; 410,000 tested, 0.31% active; note: potency is the fitted concentration of half-maximal effect; % of control where 0% means no effect; nearly all actives have a fitted effect of over 65% in size
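ARE activation measured as luciferase luminescence (Steady-Glo, 30 min RT) in AREc32_Fluc cells after 24 hr compound exposure at 37 deg C, 5% CO2; cells seeded overnight at 1000/well in OPTI-MEM, 5% FBS.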
CCT modulator: cytosolic chaperonin activity modulation; purified chaperonin ATPase assay, HTRF ADP detection, 30 min; activity change, % (no concentration beside the values), hits read low; 360,000 tested, 0.3% active; AID 651819; in the data active = activity change below about -30%; note: % is set by controls: 0 for no effect and ±100 for the full control effect
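ATPase activity: ADP formed was measured by HTRF Transcreener (665/615 nm ratio) after 30 min at 37 deg C with 10 uM ATP. Compounds screened at one 76 uM concentration against 40 or 20 nM TRiC in Tris pH 7.4/KCl/MgCl2/DTT buffer.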
Nrf2 block: blocks Nrf2 signaling; A549 ARE-Fluc reporter, luciferase luminescence, 18-24 h; Potency, µM (top dose mostly 46 µM), for inactives: at the top dose activity change, negative = inhibition, hits mostly inhibitors; 360,000 tested, 2.1% active; note: potency is the fitted concentration of half-maximal effect; % is set by controls: 0 for no effect and ±100 for the full control effect; nearly all actives have a fitted effect of over 60% in size
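Cells were seeded and rested 2 h, then exposed to compounds for 18-24 h. CellTiter-Fluor was read first as a viability measure. BugLite was added 15 min before the final luminescent read of ARE-luciferase activity in A549 cells.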
HepG2 tox: kills HepG2 cells in TGF-b inhibitor counter-screen; Potency, µM (doses to about 46.1 µM), for inactives: at the top dose activity change, negative = cytotoxicity, hits mostly cytotoxic; 410,000 tested, 0.76% active; HepG2 CAGA-GFP viability, ATP luminescence, 18 h; note: potency is the fitted concentration of half-maximal effect; some results filed as inactive show a strong effect at the top dose
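CellTiter-Glo luminescence gave cytotoxicity after 18 hours at 37 degrees C. The cells were HepG2 CAGA-GFP in 1% FBS DMEM, stimulated with 500 pg/mL TGF-beta after compound addition. %Activity was normalised to no-cell wells (complete cell-killing) and DMSO (no toxicity), and curves were fitted and classified.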
Starred values were filed as active, the others as inactive; i = inactive; ? = inconclusive; nt = not tested or not shown; [ ] = another dose, or the depositor's remark. Unless noted, calls come from the whole dose curve; as a rule, active = well fitted curve in the direction sought with a large enough effect; inconclusive = small, poorly fitted or top-dose-only effect, or another doubt; inactive = no such curve, though single readings can be large; an effect the other way counts as inactive or inconclusive. The list is partial; count on the stated rates, not on these rows.

SMILES | Mm-Cpn inhibitor | TGFb inhibitor | pAkt inh | ATXN viability | A549 tox | Nrf2 activator | CCT modulator | Nrf2 block | HepG2 tox
O=C1NC(=O)C(=Cc2cn(CCOc3ccc4c(c3)OCO4)c3ccccc23)C(=O)N1 | 0% | ? | i | i | 2% | -0.3% | -0.3 | nt | -16%
COc1cc2c(cc1OC)C(c1c(O)n(CCc3ccccc3)c(=S)[nH]c1=O)NCC2 (configuration not stated) | -2% | -3% | i | i | 6% | 1.8% | -0.5 | ? | 9%
CC(=O)O[C@H]1[C@H]2O[C@]23[C@@H]2CC[C@]4(O)C[C@@H](O)CC[C@]4(C)C2CC[C@]3(C)[C@H]1c1ccc(=O)oc1 (some centres not stated) | 1% | 3.5µM* | i | ? | ? | -4.8% | -0.3 | 0.058µM* | -60%
CCC(=O)Nc1ccc(Cl)c(Cl)c1 | nt | 2% | i | i | 2% | 0.2% | -0.9 | ? | 1%
CCc1ccc(CNCCc2ccc(F)cc2)cc1 | 1% | 14% | i | i | 0% | 2.3% | 0.6 | -8% | -43%
c1cncc(CNCCc2c[nH]c3ccccc23)c1 | -1% | -4% | i | i | 2% | 0.4% | 1.7 | 0% | -18%
Clc1ccccc1Nc1ncnc(-n2cccc2)n1 | 0% | 3% | i | i | -11% | ? | -0.7 | ? | -19%
CC(C)CC12CN3CCN(CC(C3)/C1=N/O)C2 | 0% | 1% | i | i | 0% | -0.1% | -6.0 | 13% | 0%
O=C(COC(=O)c1cccc(O)c1)Nc1ccc(Cl)cc1C(=O)c1ccccc1 | 0% | ? | i | ? | 0% | 3.6% | -0.5 | 2% | -66%
O=C1NC(=S)SC1=Cc1ccc(N(CCCl)CCCl)cc1 | nt | 32%[activator] | i | i | ? | 6.6% | 1.8 | ? | -3%
CCCCCCn1c(O)c(C=Nc2c(C)n(C)n(-c3ccccc3)c2=O)c(=O)[nH]c1=O | -13% | ? | i | i | -22% | 0.4% | -1.6 | -1% | -4%
CCC(=NCCc1ccccc1)c1c(O)n(C2CCCCC2)c(=O)[nH]c1=O | ? | -9% | i | i | -18% | -0.7% | -2.1 | 21µM* | -12%
COC(=O)N(c1ccccc1)P1(=S)OCCO1 | 0% | -6% | i | i | -3% | -0.8% | -0.4 | 4% | 10%
CC[C@H]1CC2CN3CCc4c([nH]c5ccccc45)C(C(=O)OC)(C2)C13 (some centres not stated) | nt | -4% | i | i | -4% | -0.4% | -4.0 | -5% | -30%
CCCCCCC(=O)c1c(O)n(-c2ccc(OC)cc2)c(=O)[nH]c1=O (tested in a mixture with another compound) | 0% | 9% | i | i | 0% | 0.1% | -3.9 | 0% | -5%
CC1=CC(=C2C(=O)NC(=O)NC2=O)C=C(C(F)(F)F)N1C(C)C | -1% | 2% | i | i | -23% | 0.3% | -0.2 | -5% | -2%
CCCNC(=O)N1[C@H]2CC[C@@H]1C(C(=O)OC)=C(c1ccccc1)C2 | nt | ? | i | i | -3% | 0.4% | -0.7 | -6% | -8%
S=C(NCCc1ccccc1)N1Cc2ccc(Br)cc2-n2nncc2C1 | nt | ? | i | ? | nt | 5.1% | 1.9 | nt | -4%
Cc1ccc(-c2nc3ccccc3c(=O)n2-c2cccc(C)n2)cc1 | -2% | 0% | i | i | -20% | 3.6% | -2.2 | -4% | -28%
c1ccc(CC2CCCCN2)cc1 (configuration not stated) | 1% | 8% | i | i | -2% | 0.0% | -0.8 | -4% | 14%
COc1ccc(-n2nnnc2C(CCSC)N2CCC(n3c(=O)[nH]c4ccccc43)CC2)cc1 (configuration not stated) | nt | ? | i | ? | nt | -0.6% | -5.7 | nt | 0%
COc1ccc(-c2ccc3c(c2)CN(C(=S)NCCc2ccccc2)Cc2cnnn2-3)cc1 | nt | ? | i | i | nt | 4.5% | 1.0 | nt | -19%
O=C(c1ccc(-c2ccccc2)c(F)c1)C1CCCN(CCO)C1 (configuration not stated) | -1% | ? | i | nt | -3% | 6.5% | 1.7 | 7% | -22%
O=C(Cc1ccccc1)N1CCN(Cc2ccccn2)CC1 | 2% | 0% | i | i | -1% | -0.4% | -0.6 | 0% | 3%
CCCOC(=O)c1c(C)oc2c1cc(NS(=O)(=O)c1ccc(OCC)cc1)c1ccccc12 | nt | -41% | nt | nt | -2% | 2.9% | nt | ? | -13%
Cc1ccc(NS(=O)(=O)c2ccc(Cl)c(N=Nc3c(O)[nH]c(=O)[nH]c3=O)c2)cc1Cl | 0% | 1% | i | i | -17% | -0.7% | -0.3 | -24% | -37%
Cc1ccc(Cn2cccc(C(=O)Nc3nnc(C)s3)c2=O)cc1 | nt | 6% | nt | i | -2% | -0.5% | nt | nt | -15%
O=C1NC(=O)N(c2ccc3c(c2)OCO3)C(=O)/C1=C/c1ccsc1 | 0% | -4% | i | i | 8% | 0.6% | -2.6 | 6% | 3%
O=C(c1cc(F)ccc1F)C1CCCN(CCCc2ccccc2)C1 (configuration not stated) | -4% | -4% | i | i | -1% | 0.3% | -30* | 0% | 12%
COC(=O)C1=C(c2ccccc2OCc2ccccc2)C[C@@H]2CC[C@H]1N2C(=O)NCc1ccc(C(F)(F)F)cc1 | -5% | -49% | i | ? | -13% | -0.6% | -1.2 | 16µM* | 0%
Cn1cc(/C=C/c2nc3ccccc3c(=O)n2-c2ccccc2)c2ccccc21 | nt | 0% | nt | i | -12% | 4.8% | nt | -23% | -12%
COc1ccc(C2SCC(=O)Nc3c2c(C)nn3-c2ccccc2)cc1 (configuration not stated) | -2% | -7% | i | i | 6% | 0.3% | -0.7 | nt | -7%
O=C(Cn1c(=O)n(CC2CCC(C(=O)NCCc3ccccc3)CC2)c(=O)c2ccccc21)Nc1cccc(F)c1 (configuration not stated) | nt | ? | nt | i | 3% | 0.0% | nt | -4% | -10%
O=c1c2ccccc2nc(SCC2CCCCO2)n1-c1ccccc1 (configuration not stated) | 0% | 2% | i | ? | -10% | 0.1% | 0.9 | -3% | -10%
COc1ccc(-n2c(/C=C\c3ccccc3F)nc3ccccc3c2=O)cc1OC | nt | -29% | nt | nt | -8% | 2.5% | nt | nt | -34%
COc1ccc(-n2c(/C=C/c3ccc4c(c3)OCO4)nc3ccccc3c2=O)cc1 | 0% | -1% | i | i | 7% | 2.4% | -40* | -14% | 2%
Fc1ccc(-c2nc3c(-c4ccc(F)cc4)cnn3cc2CCN2CCOCC2)cc1 | 0% | 6% | i | i | 0% | 4.0% | 0.2 | ? | -21%
CCN1CCN(C(=O)COc2cc(=O)n(CC)c3ccccc23)CC1 | -1% | ? | i | i | 3% | 3.3% | -1.8 | 0% | -18%
CC12CCC(O)CC1CCC1C2CCC2(C)C(C3=CC(=O)OC3)C(O)CC12O (configuration not stated) | nt | 10µM* | i | ? | ? | -0.9% | -2.7 | 1.8µM* | -64%
COc1ccc(Cl)cc1C(=O)C1CCCN(CCO)C1 (configuration not stated) | 5% | -1% | i | ? | -3% | -0.4% | -2.6 | -6% | -20%

Rewritten with two lines to a compound: part of the list above.
Each structure is followed by: Mm-Cpn inhibitor	TGFb inhibitor	pAkt inh	ATXN viability	A549 tox	Nrf2 activator	CCT modulator	Nrf2 block	HepG2 tox
- COc1ccc(C2SCC(=O)Nc3c2c(C)nn3-c2ccccc2)cc1 (configuration not stated)
    -2%	-7%	i	i	6%	0.3%	-0.7	nt	-7%
- O=C(Cn1c(=O)n(CC2CCC(C(=O)NCCc3ccccc3)CC2)c(=O)c2ccccc21)Nc1cccc(F)c1 (configuration not stated)
    nt	?	nt	i	3%	0.0%	nt	-4%	-10%
- O=c1c2ccccc2nc(SCC2CCCCO2)n1-c1ccccc1 (configuration not stated)
    0%	2%	i	?	-10%	0.1%	0.9	-3%	-10%
- COc1ccc(-n2c(/C=C\c3ccccc3F)nc3ccccc3c2=O)cc1OC
    nt	-29%	nt	nt	-8%	2.5%	nt	nt	-34%
- COc1ccc(-n2c(/C=C/c3ccc4c(c3)OCO4)nc3ccccc3c2=O)cc1
    0%	-1%	i	i	7%	2.4%	-40*	-14%	2%

The list goes on.
SMILES | Mm-Cpn inhibitor | TGFb inhibitor | pAkt inh | ATXN viability | A549 tox | Nrf2 activator | CCT modulator | Nrf2 block | HepG2 tox
O=C1NC(=O)N(Cc2ccco2)C(=O)/C1=C/c1ccc(-c2cccc([N+](=O)[O-])c2)o1 | 0% | -15% | i | ? | 0% | 9.7% | -3.6 | 10% | -10%
O=[N+]([O-])c1cccc(CN2CCN(Cc3ccc(Cl)cc3)CC2)c1 | 0% | ? | i | i | -7% | 3.1% | 0.5 | ? | -23%
CCC(=NCC1CCCO1)c1c(O)n(Cc2ccccc2)c(=O)[nH]c1=O (configuration not stated) | 3% | 21% | i | i | 3% | 0.0% | -2.3 | -27% | 2%
Cc1ccc(C(C)(C)NC(=O)C2CCC(=O)N(C3CCCCCC3)C2)cc1 (configuration not stated) | 0% | -16% | i | i | 1% | 2.1% | 0.1 | ? | 2%
Cc1ccsc1C(=O)C1CCCN(Cc2cnn(C(C)C)c2)C1 (configuration not stated) | 1% | 2% | i | i | 11% | -0.1% | -0.2 | 4% | 11%
O=c1[nH]c(=O)n(CCc2ccccc2)c(O)c1/C=N/N1CCOCC1 | -2% | -2% | i | nt | 0% | 1.5% | -3.6 | 9% | -8%
O=C(C1CC(=O)N(c2ccc(F)c(Cl)c2)C1)N1CCC2(CC1)OCCO2 (configuration not stated) | 1% | 2% | i | i | -3% | -0.9% | -1.7 | 13% | -13%
